POLB inh – DNA polymerase beta (human) inhibition; Pol beta primer extension/strand displacement, fluorescence kinetic; AID 485314; Potency, µM (series often up to 114 µM), inactives show at the highest dose activity change, negative = inhibition, most hits filed as inhibitors; 1.3% of 340,000 active; also: potency is read from the fitted curve at half-maximal effect; % is scaled to controls: 0 for no effect and ±100 for the full control effect
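Kinetic readout of DNA synthesis with strand displacement by Pol beta. Compound and 10 nM enzyme sit 15 min at room temperature; 50 nM substrate starts the reaction, read immediately and at 10 min.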
BLM inh – blocks DNA unwinding by human BLM helicase. P54132. recombinant BLM DNA unwinding, fluorescence dequenching. Potency, µM (series often up to 56.1 µM), inactives show at the top dose activity change, negative = inhibition, most hits filed as inhibitors. 0.2% of 350,000 active. AID 2528;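 also: potency is read from the fitted curve at half-maximal effect; plate controls were vehicle for no effect and no enzyme for full effect; nearly all actives have a fitted effect of over 35% in size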
Tb PGK inh – T. brucei PGK inhibition; P07378; PGK/GAPDH coupled, Kinase-Glo luminescence, 60 min; Potency, µM (titrated, usually from 57.5 µM), for the others: top-dose activity change, negative = inhibition, usual class: inhibitors; 0.043% of 380,000 active; AID 602233; also: potency is read from the fitted curve at half-maximal effect; % is scaled to controls: 0 for no effect and ±100 for the full control effect; nearly all actives have a fitted effect of over 60% in size
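Recombinant glycosomal PGK reaction used 1,3-bisphosphoglycerate generated in-well by GAPDH (100nM final) in 100mM TEA pH 7.6, 5mM MgCl2, 0.01% Tween-20. After 60 minutes at room temperature, ATP was read by Kinase-Glo Plus luminescence end-point.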
APEX1 inh – blocks human APE1 abasic DNA cleavage; 0.35% of 350,000 active; recombinant APE1, TAMRA/BHQ-2 abasic DNA cleavage fluorescence; Potency, µM (top dose mostly 65.8 µM), inactives show at the highest dose activity change, negative = inhibition, actives largely listed as inhibitors;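 also: potency is read from the fitted curve at half-maximal effect; plate controls were vehicle for no effect and reference inhibitor for full effect; nearly all actives have a fitted effect of over 55% in size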
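Measures dequenching upon AP-site incision of a 5'-TAMRA/3'-BHQ-2 THF-containing duplex, 50 nM; human APE1 0.75 nM after 15 min room-temperature exposure to compound; kinetic three-point read at one-minute spacing.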
Pol kappa inh – blocks human DNA polymerase kappa activity; Q9UBT6; purified Pol kappa, fluorescent DNA synthesis assay, 10 min; Potency, µM (titrated, usually from 107 µM), inactives show at the top dose activity, negative = inhibition, actives largely listed as inhibitors; 0.53% of 400,000 active; AID 588579; also: potency is read from the fitted curve at half-maximal effect; % is scaled to controls: 0 for no effect and ±100 for the full control effect
Target sequence (Q9UBT6 whole entry, looked up): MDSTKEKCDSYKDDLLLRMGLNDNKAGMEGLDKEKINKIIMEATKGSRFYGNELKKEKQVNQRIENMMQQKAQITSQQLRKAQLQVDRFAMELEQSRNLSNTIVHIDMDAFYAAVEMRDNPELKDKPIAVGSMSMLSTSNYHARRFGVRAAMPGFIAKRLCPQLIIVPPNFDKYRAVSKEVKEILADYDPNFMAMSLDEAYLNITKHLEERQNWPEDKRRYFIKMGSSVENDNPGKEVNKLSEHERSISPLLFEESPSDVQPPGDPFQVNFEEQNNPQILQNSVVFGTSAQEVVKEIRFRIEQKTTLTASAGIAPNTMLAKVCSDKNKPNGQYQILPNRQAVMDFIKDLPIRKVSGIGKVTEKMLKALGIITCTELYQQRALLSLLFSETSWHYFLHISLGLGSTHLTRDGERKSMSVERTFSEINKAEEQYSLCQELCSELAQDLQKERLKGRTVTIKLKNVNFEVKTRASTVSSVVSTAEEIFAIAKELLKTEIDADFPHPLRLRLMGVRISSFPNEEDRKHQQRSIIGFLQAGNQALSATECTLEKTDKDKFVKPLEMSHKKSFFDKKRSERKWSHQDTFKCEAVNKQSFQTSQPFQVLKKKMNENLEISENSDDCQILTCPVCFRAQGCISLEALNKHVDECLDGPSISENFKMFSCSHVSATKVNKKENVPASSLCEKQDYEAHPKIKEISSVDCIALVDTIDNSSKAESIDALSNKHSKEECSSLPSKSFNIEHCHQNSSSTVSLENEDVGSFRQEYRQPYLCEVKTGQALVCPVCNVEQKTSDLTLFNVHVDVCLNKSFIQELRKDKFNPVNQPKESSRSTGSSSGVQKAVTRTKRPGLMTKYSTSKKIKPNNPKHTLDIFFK
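Pol kappa 10 nM + cpd, 15 min RT; start w/ substrate 50 nM final; fluorescence kinetic read, 0 and 10 min. Neg ctrl: buffer, no enzyme.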
Apoferritin bind – candidate novel general anesthetic via apoferritin binding | P02791 | apoferritin/1-aminoanthracene competitive binding, fluorescence | Potency, µM (top dose mostly 77.5 µM), for inactives: at the highest dose activity change, negative = displacement, actives largely listed as inhibitors | 0.074% of 350,000 active | AID 485281; also: potency is read from the fitted curve at half-maximal effect; % is scaled to controls: 0 for no effect and ±100 for the full control effect; nearly all actives have a fitted effect of over 20% in size
Target sequence (P02791 2-175 limits assumed): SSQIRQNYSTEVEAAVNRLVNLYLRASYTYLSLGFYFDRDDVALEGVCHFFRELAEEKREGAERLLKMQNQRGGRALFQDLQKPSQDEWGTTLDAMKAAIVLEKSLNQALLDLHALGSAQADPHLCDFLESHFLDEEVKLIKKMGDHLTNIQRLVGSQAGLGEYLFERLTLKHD
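Horse-spleen apoferritin (10 uM) was mixed with 50% saturated 1-aminoanthracene in PBS, exposed to compounds for 10 min at room temperature, and read for fluorescence (ex 380 nm, em 535 nm). Competitive displacement was fitted with a four-parameter Hill equation.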
Pol eta inh – blocks human DNA polymerase eta activity; recombinant Pol eta, fluorescent DNA replication assay; Potency, µM (titrated, usually from 114 µM), inactives show at the highest dose activity change, negative = inhibition, most hits filed as inhibitors; 1.2% of 390,000 active; AID 588591; Q9Y253; also: potency is read from the fitted curve at half-maximal effect; % is scaled to controls: 0 for no effect and ±100 for the full control effect
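Pol eta (10 nM) was preincubated with compounds for 15 min at room temperature, after which fluorescent replication substrate (50 nM final) was added to start the reaction. Fluorescence was read kinetically at 0 and 10 min.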
POLI inh – blocks human DNA polymerase iota activity | Q9UNA4 | Pol iota fluorescent replication assay, 10 min | Potency, µM (top dose mostly 115 µM), inactives show at the top dose activity, negative = inhibition, most hits filed as inhibitors | 1% of 390,000 active | AID 588590; also: potency is read from the fitted curve at half-maximal effect
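Fluorescent replication assay read twice, at 0 min and 10 min after adding 50 nM (final) substrate. Enzyme (10 nM) and compounds were first incubated 15 min at room temperature; enzyme-free buffer wells were negative controls.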
RXFP1 antagonist – antagonists of human relaxin receptor RXFP1; 0.59% of 350,000 active; HEK293-RXFP1, relaxin-stimulated cAMP HTRF, 30 min; stronger effect = lower value; Q9HBX9; AID 1259400; activity change, negative = inhibition, % at 57.5 µM;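 active = activity change of -60% or lower, but not beyond a set lower limit; inconclusive = change between -60% and -40%, or beyond the set limit; inactive = change above -40%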; also: % is scaled to controls: 0 for no effect and ±100 for the full control effect
* marks the source's active call; other numbers are inactive results; i = inactive; ? = inconclusive; nt = no result given; & = joins results of further samples; [ ] = another dose, or the depositor's remark. Unless noted, calls follow the shape of the dose curve; as a rule, active = well fitted curve in the direction sought with a large enough effect; inconclusive = small, poorly fitted or top-dose-only effect, or another doubt; inactive = no such curve, though single readings can be large; an effect the other way counts as inactive or inconclusive. Some of the compounds tested; rates above refer to the full screens.

Codes: A = POLB inh; B = BLM inh; C = Tb PGK inh; D = APEX1 inh; E = Pol kappa inh; F = Apoferritin bind; G = Pol eta inh; H = POLI inh; I = RXFP1 antagonist
O=C(Nc1nc(=S)ss1)c1c(F)cccc1F
  A: 18% | B: 2% | C: -10% | D: -3% | E: 3% | F: -8% | G: -1% | H: -1% | I: -4

Nc1cc(=O)[nH]c(SCC(=O)c2ccc(F)cc2)n1
  A: -3% | B: -2% | C: nt | D: 38% | E: -17% | F: 4% | G: -16% | H: -8% | I: 14

Cc1ccc(CNC(=O)CN2C(=O)C3(SCC(=O)N3c3ccc(F)cc3)c3ccccc32)cc1 (stereo not given)
  A: -2% | B: -4% | C: -4% | D: nt | E: -17% | F: -22% | G: -8% | H: -19% | I: nt

COc1cccc(NC(=O)NCCC2=CCCCC2)c1
  A: 27% | B: -2% | C: i | D: ? | E: -5% | F: ? | G: -14% | H: 4% | I: 19

Cc1cc(Cl)c2oc(C(=O)N(C)CC3CCOCC3)c(C)c2c1
  A: -15% | B: -1% | C: 5% | D: -10% | E: -12% | F: -2% | G: -10% | H: 21% | I: 21

CCCCNC(=O)c1onc(CSc2ccccc2C)c1C(=O)O
  A: 5% | B: 0% | C: -8% | D: 10% | E: -5% | F: -12% | G: -23% | H: 9% | I: nt

CCCn1c(C(O)c2ccc(C)cc2)nc2ccccc21 (stereo not given)
  A: 21% | B: -6% | C: -7% | D: 15% | E: 6% | F: -20% | G: -11% | H: -10% | I: -4

O=C(NC1CCCCCC1)c1ccc(Cl)c(S(=O)(=O)N2CCOCC2)c1
  A: 38% | B: -3% | C: i | D: -6% | E: -3% | F: -1% | G: -13% | H: 11% | I: -12

CCc1ccc(OCC(=O)NCc2ccco2)c(Br)c1
  A: 27% | B: -3% | C: -4% | D: 12% | E: -21% | F: -16% | G: -4% | H: 18% | I: -16

C/C(=N\NC(=O)c1ccoc1C)c1ccc(Cl)s1
  A: 2% | B: -6% | C: -8% | D: 25% | E: 2% | F: 1% | G: -11% | H: 16% | I: 0

COCCNC(=O)CN1CCN(Cc2cccc(Cl)c2)C1=O
  A: -21% | B: 1% | C: -1% | D: -2% | E: -2% | F: -4% | G: -5% | H: -7% | I: nt

COc1cccc(NC(C)=[N+](C)CCNS(=O)(=O)c2ccc(Cl)cc2)c1
  A: -1% | B: 0% | C: -7% | D: 39% | E: 1% | F: -18% | G: 1% | H: -15% | I: 6

O=C(CCNC(=O)c1ccco1)Nc1ccccc1OC(F)F
  A: -9% | B: 0% | C: -9% | D: 8% | E: 1% | F: 1% | G: -15% | H: 38%[activator] | I: 13

CCOc1ccc(-c2nc(Cn3c(=O)cc(C)c4c(C)nn(-c5ccc(C)cc5)c43)c(C)o2)cc1
  A: 1% | B: 0% | C: -4% | D: nt | E: 12% | F: -3% | G: -21% | H: 4% | I: 11

Cc1cccc(NC(=O)CSc2nc3ccccc3nc2N2CCCC2)c1
  A: -1% | B: -7% | C: 1% | D: 34% | E: -16% | F: 45%[activator] | G: -16% | H: -2% | I: -7

CCOC(=O)C(=O)c1cn(C2OCC(OC(C)=O)C(OC(C)=O)C2OC(C)=O)c2ccccc12 (stereo not given)
  A: 19% | B: -1% | C: 1% | D: 1% | E: -18% | F: -9% | G: 0% | H: 90%[activator] | I: -9

CC[C@H](C)[C@H](N)C(=O)N[C@H](C(=O)N[C@@H](CO)C(=O)N[C@@H](C)C(=O)N[C@H](C(=O)N[C@H](C(=O)NCC(=O)N[C@H](C(=O)N[C@@H](CC(C)C)C(=O)O)[C@@H](C)CC)C(C)C)C(C)C)[C@@H](C)CC
  A: nt | B: -1% | C: nt | D: 0% | E: 15%[60.1 µM] | F: -1% | G: nt | H: nt | I: nt

CCOc1ccc(S(=O)(=O)N2CCC(C(=O)NCc3cccnc3)CC2)cc1Cl
  A: 24% | B: -2% | C: -1% | D: -1% | E: 2% | F: -12% | G: -11% | H: 27% | I: -6

Cc1ccc(NS(=O)(=O)c2cc(NC(=O)c3ccc4c(c3)NC(=O)CS4)ccc2C)c(C)c1
  A: 0% | B: -10% | C: i | D: -5% | E: -4% | F: -17% | G: -13% | H: 54%[activator] | I: -63*

CC(C)C(C(=O)O)N1C(=O)/C(=C/c2cccn2C)SC1=S (stereo not given)
  A: 23% | B: -1% | C: i | D: -1% | E: -6% | F: -1% | G: -22% | H: 138%[activator] | I: -28

COc1ccccc1N1CCN(C(=O)C(=O)c2c(C)[nH]c3ccccc23)CC1
  A: 1% | B: -2% | C: 8% | D: 32% | E: -8% | F: -13% | G: -3% | H: 26% | I: 10

COc1ccc2c(c1)c1c(c(=O)n(-c3ccccc3C)c(=O)n1C)n2C
  A: -15% | B: -23% | C: -1% | D: nt | E: -8% | F: 51%[activator] | G: -4% | H: -11% | I: nt

CC1=C(C(=O)Nc2cccc(C(F)(F)F)c2)C2(CCCCC2)OC1=O
  A: -18% | B: -3% | C: nt | D: nt | E: -10% | F: -15% | G: nt | H: 7% | I: -8

CCOC(=O)CSc1nnc(C)c(C)n1
  A: nt | B: nt | C: -1% | D: nt | E: -16% | F: nt | G: -13% | H: 28% | I: nt

Cc1sc2nc(CSC(C)C(=O)N(C)CC(=O)Nc3ccccc3C(F)(F)F)[nH]c(=O)c2c1C (stereo not given)
  A: nt | B: nt | C: i | D: 2% | E: -4% | F: nt | G: -10% | H: 24% | I: -11

COC(=O)Cc1cc(=O)[nH]c(Nc2nc3ccccc3o2)n1
  A: -29% | B: 0% | C: 8% | D: 2% | E: -44% | F: -6% | G: 0% | H: -20% | I: -7

Cc1cc(Nc2ccc(Br)cc2)nc(C)n1
  A: 12% | B: 0% | C: 4% | D: nt | E: -9% | F: ? | G: -21% | H: 0% | I: -13

COc1ccccc1NC(=O)c1c(C)oc2c1CCCC2
  A: -9% | B: -11% | C: -5% | D: 1% | E: 5% | F: 6% | G: -17% | H: -5% | I: -19

CCCCCOc1ccc(NC(=O)Cn2c(-c3nonc3N)nc3ccccc32)cc1
  A: -19% | B: -4% | C: -8% | D: nt | E: 3%[60.1 µM] | F: -1% | G: -6% | H: 17% | I: -14

Cc1ccc(NC(=O)c2cccn2-c2nnc(N3CCCCC3)s2)cc1Cl
  A: 1% | B: -7% | C: 1% | D: nt | E: -9% | F: 0% | G: 16% | H: ? | I: -12

O=C(CCn1cnc2ccccc21)N=Nc1c(O)[nH]c2ccccc12
  A: 15% | B: -3% | C: 1% | D: 2% | E: -13% | F: -8% | G: -16% | H: 2% | I: 35

CS(=O)(=O)N(CC(=O)Nc1ccc(S(=O)(=O)N2CCOCC2)cc1)c1cccc(F)c1
  A: 5% | B: -5% | C: 6% | D: -3% | E: -8% | F: -11% | G: -5% | H: 2% | I: -4

Cc1cccc(N2CCCn3c2nc2c3c(=O)[nH]c(=O)n2C)c1
  A: 13% | B: 0% | C: i | D: 14% | E: -7% | F: -13% | G: -2% | H: 20% | I: 6

COc1cc(NC(=O)C2CCN(C(=O)c3sc4nc[nH]c(=O)c4c3C)CC2)cc(OC)c1OC
  A: 8% | B: 0% | C: -4% | D: nt | E: 1%[60.1 µM] | F: -16% | G: 2% | H: -14% | I: 1

COc1ccc(C(=O)Nc2ccccc2C(=O)NCCCn2ccnc2)cc1
  A: 4% | B: -7% | C: 4% | D: 10% | E: -4% | F: -9% | G: -5% | H: 8% | I: -13

Cc1ccc(S(=O)(=O)NC(=O)c2ccc(Br)o2)cc1
  A: -1% | B: 4%[75.6 µM] | C: 1% | D: ? | E: -10%&1% | F: 5%[110 µM] | G: -20% | H: -14% | I: nt

Cc1cc(NC(=O)CSc2nnc3c(C)cc4c(C)ccc(C)c4n23)no1
  A: 40% | B: -1% | C: 5% | D: -8% | E: 0% | F: -9% | G: -17% | H: 19% | I: 10

COc1ccc(NC(=O)c2ccc(Cl)c(S(=O)(=O)N3CCc4ccccc4C3)c2)cn1
  A: 6% | B: -9% | C: -4% | D: -4% | E: -13% | F: 3% | G: -22% | H: 13% | I: -17

COc1ccc2nc(C)cc(SCC(=O)N/N=C/c3cccc4ccccc34)c2c1
  A: 1% | B: -8% | C: -5% | D: 18% | E: 0% | F: 1% | G: ? | H: 20% | I: 1

CCOC(=O)C1C(=O)NC(C(=O)OCC)(C(=O)OCC)C1CC (stereo not given)
  A: nt | B: nt | C: -9% | D: nt | E: 1% | F: nt | G: -2% | H: 27% | I: 2

O=C1NC(c2ccc(Cl)c([N+](=O)[O-])c2)Nc2ccccc21 (stereo not given)
  A: -10% | B: -1% | C: -7% | D: -4% | E: -13% | F: -6% | G: -12% | H: -28% | I: 2

CCCN1CCN(C(=O)C2CCN(S(=O)(=O)c3c(C)noc3/C=C/c3ccc(C)cc3)CC2)CC1
  A: -24% | B: -1% | C: -7% | D: 40% | E: -7% | F: ? | G: -31% | H: -12% | I: -6

O=C(NCCCN1CCCC1=O)c1ccc2c(=O)n(-c3ccccc3F)c(=S)[nH]c2c1
  A: 26% | B: 1% | C: i | D: 12% | E: -13% | F: -5% | G: -11% | H: 63%[activator] | I: -36

CC(NC(=O)c1ccc(Br)o1)C1CCCO1 (stereo not given)
  A: 16% | B: 2% | C: 1% | D: -16% | E: 5% | F: -11% | G: 2% | H: 7% | I: -3

O=C(CN1CCN(Cc2ccccc2)CC1)Nc1ccc([N+](=O)[O-])cc1C(=O)Nc1ccccc1F
  A: 0% | B: -3% | C: -6% | D: 4% | E: 0% | F: -3% | G: -23% | H: -26% | I: -28

Among those listed so far, two have a nitro group on carbon:
Codes: A = POLB inh; B = BLM inh; C = Tb PGK inh; D = APEX1 inh; E = Pol kappa inh; F = Apoferritin bind; G = Pol eta inh; H = POLI inh; I = RXFP1 antagonist
O=C1NC(c2ccc(Cl)c([N+](=O)[O-])c2)Nc2ccccc21 (stereo not given)
  A: -10% | B: -1% | C: -7% | D: -4% | E: -13% | F: -6% | G: -12% | H: -28% | I: 2

O=C(CN1CCN(Cc2ccccc2)CC1)Nc1ccc([N+](=O)[O-])cc1C(=O)Nc1ccccc1F
  A: 0% | B: -3% | C: -6% | D: 4% | E: 0% | F: -3% | G: -23% | H: -26% | I: -28

From PubChem BioAssay
